Source: PubChem BioAssay (several laboratories)
Insulin prom up: insulin promoter activators in MIN6 cells, imaging, high-content screening, mouse beta cells. MIN6 insulin promoter-GFP reporter; hits give high values. AID 1625, 2009. z-score at 5 µM. 190,000 compounds, 0.3% hits;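 active = z-score above 3 at 5 µM with at least 500 cells counted in the well; inconclusive = wells under 500 cells, flagged as cytotoxic or low count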
T cell HTS: modulators of CD8 T cell-vesicle binding, primary screen, mouse 2C CD8+ T cells, flow cytometry; 2C CD8+ T cell-vesicle binding; hits give low values; calls only at 7 µM; 330,000 compounds, 0.068% hits;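 active = response, share of CD8 T cells binding vesicles, and their 90th percentile fluorescence all below set limits, cut at about 80% in these data, passing the limit was not always enough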
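incubation = binding step 1.5 h, 37 °C, antibody labelling 20 min, ice | test system = 2C mouse CD8+ T cells | read-out basis = percent CD8+ FL2 mean versus row control | controls = Peptide-free naked vesicles (low) and QL9 vesicles with 0.7% DMSO vehicle (high) | detection = flow cytometry of vesicle-bound cells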
PMI inhibitors: inhibitors of human PMI, primary screen, biochemical, fluorescence intensity, coupled assay (AID 1209). Mannose-6-phosphate isomerase (Homo sapiens). purified PMI enzyme, coupled fluorescence intensity; higher % means a stronger effect. inhibition, % at 20 µM; hits with a dose series show IC50 in µM. 190,000 compounds, 0.42% hits; in the data active = inhibition above about 50%;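 note: plate controls were DMSO vehicle for no effect and wells lacking substrate for full effect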
MT stabilizer: microtubule stabilizers in HeLa cells, primary screen, imaging, high-content imaging; % tubulin-high responders, % at 10 µM; 200,000 compounds, 0.83% hits; HeLa tubulin immunostaining HCS, 24 h; share of cells brighter than vehicle mean+2SD;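 active = plate Z-score above 3 for both tubulin-high and condensed-nucleus cell shares, with cell loss under 80%, at 10 µM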;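 note: anti alpha tubulin signal scored within the nucleus-defined area of each cell; some results filed as inactive read as strong as hits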
bCat nuc transl: modulators of beta-catenin nuclear translocation, primary screen, imaging, HeLa cells, immunofluorescence, high-content; nuclear translocation activity, % at 5 µM; 190,000 compounds, 0.3% hits; AID 1665, 2009;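 active = nuclear translocation activity above 50% at 5 µM, with a well cell count of 50 or more; inconclusive = wells under 50 cells across six images, flagged as toxic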;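 note: per-cell ratio of nuclear to cytoplasmic median beta-catenin stain intensity; plate controls were DMSO negative control for no effect and GSK-3 inhibitor IX positive control for full effect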
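Test system: HeLa cells, endogenous beta-catenin; Compound: single 5 µM dose plus 0.02–20 µM confirmation series; Times: compound exposure 24 h at 37°C; Signal: fluorescence imaging of beta-catenin antibody stain plus DAPI; Read-out: % activation, nuclear-to-cytoplasmic median beta-catenin signal ratio per cell.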
Dynein cargo inh: inhibitors of GR-EGFP nuclear translocation, primary screen, dynein cargo transport inhibitor project, imaging, high-content, 3617.4 mouse cells; test concentration mostly 20 µM; stimulated with dexamethasone, 1 µM; hits give low values; z-score, hits read low; 220,000 compounds, 0.47% hits; AID 1381, 2008;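 active = plate z-score of nuclear minus cytoplasmic receptor signal below a set negative limit, without overly bright fluorescence or cell loss, cut at about -3.5 in these data, passing the limit was not always enough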;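 note: z-score of nuclear minus cytoplasmic ring GR-EGFP intensity difference per well; some compounds called inactive have numbers as strong as hits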
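Buffer or medium: tet-free, stripped-serum medium; reagent: dexamethasone at 1.0 µM final, 30 min; incubation: 48 h induction, 1 h compound, 30 min dex at 37 °C; measured by: formaldehyde fixation, Hoechst nuclear stain, 10x automated fluorescence imaging; read-out: nuclear-to-cytoplasmic GR-EGFP distribution per well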
Myeloid diff 2: induction of myeloid progenitor differentiation, primary screen, cell-based, flow cytometry, MLPCN library | calls only at 10 µM | 360,000 compounds, 1% hits | AID 624256, 2012 | ER-HoxA9 myeloid progenitors, lysozyme-GFP differentiation;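 active = normalized GFP-positive differentiation at or above the plate's own cutoff, the solvent-only control mean plus 3 SD; inconclusive = no clear call, values can overlap the other calls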;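 note: cells exposed to compound for four days before flow analysis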
Lipid droplet: inhibitors of hepatocyte lipid droplet formation, primary screen, imaging, high-throughput imaging, BODIPY stain | inhibition, % at 6.5 µM | 240,000 compounds, 0.4% hits | AID 1656, 2009 | AML12 mouse hepatocytes, oleate lipid droplets;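 active = lipid droplet intensity inhibited by at least 50%, with more than 500 cells counted; inconclusive = wells with under 300 cells, treated as cytotoxic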
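Assay system: AML12 hepatocytes (mouse); Probe or stimulus: oleic acid at 100 µM to induce lipid droplet formation; Dosing: compound at 6.5 µM only; Schedule: compound with oleate, overnight; Detection: fluorescence imaging, 20x objective, two fields per well; Measure: % inhibition of lipid droplet signal.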
TNAP activation fold: human TNAP enzyme activators, primary screen, biochemical, luminescent, no phosphate acceptor, uHTS (AID 1001); purified TNAP, luminescent activation assay, no phosphate acceptor; higher activation fold means a stronger effect; Alkaline phosphatase, tissue-nonspecific isozyme (Homo sapiens); 200,000 compounds, 0.03% hits; activation fold at 20 µM, or EC50 in µM where a hit was titrated; in the data active = activation fold from about 3, or a potency from the dose series; inactive = the rest, 99 in 100 with activation fold below about 1.6; note: many of its hits are not listed in these tables
Dynein cargo inh cytoplasmic EGFP: also measured in Dynein cargo inh; calls as there; z-score; measured here: cytoplasmic GR-EGFP intensity; hits give high values
Dynein cargo inh nuclear GR-EGFP: second read-out of Dynein cargo inh, no call of its own (marks repeat the call); z-score; measured here: nuclear GR-EGFP intensity;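 lower value marks the stronger effect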
Dynein cargo inh cell count: further read-out of Dynein cargo inh, marked with its call; z-score; measured here: cell count per field
Insulin prom up cell count: also measured in Insulin prom up; calls as there; cell count; measured here: cytotoxicity, nuclei count;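 total cells summed across four imaged fields per well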
Lipid droplet cells 6.5 µM: second read-out of Lipid droplet, no call of its own (marks repeat the call); cell count; measured here: cell count, cytotoxicity flag;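 cells counted across two imaged fields per well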
bCat nuc transl cell count 5 µM: recorded beside bCat nuc transl, whose call it bears; cell count; measured here: cell count, cytotoxicity flag
T cell HTS vesicle-bound %: further read-out of T cell HTS, marked with its call; double positive events, %; measured here: CD8+ vesicle-bound cell fraction;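 binding gate set so that unloaded-vesicle control wells show 10% double positive cells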
MT stabilizer Hoechst-high %: also measured in MT stabilizer; calls as there; % Hoechst-high responders; measured here: nuclear condensation Hoechst responders;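 share of cells brighter than vehicle mean plus two SD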
MT stabilizer cytotoxicity %: recorded beside MT stabilizer, whose call it bears; toxicity, %; measured here: cytotoxicity by cell density;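 0% = mean cell density of plate MIN control wells and 100% = no cells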
Myeloid diff 2 GFP+ MAC1+ %: also measured in Myeloid diff 2; calls as there; GFP+ MAC1+ double positive, %; measured here: differentiation confirmed by MAC1 staining
* marks the source's active call; other numbers are inactive results.

How did Cc1cc(C)n(CC(=O)N/N=C/c2cc([N+](=O)[O-])ccc2O)n1 do in these assays?
Insulin prom up: 0.43; T cell HTS: inactive; PMI inhibitors: 32%; MT stabilizer: 7.5; bCat nuc transl: 4.6; Dynein cargo inh: 1.1; Myeloid diff 2: inactive; Lipid droplet: -2; TNAP activation fold: 1.4; Dynein cargo inh cytoplasmic EGFP: -0.081; Dynein cargo inh nuclear GR-EGFP: 0.82; Dynein cargo inh cell count: -0.98; Insulin prom up cell count: 1435; Lipid droplet cells 6.5 µM: 553; bCat nuc transl cell count 5 µM: 1100; T cell HTS vesicle-bound %: 50; MT stabilizer Hoechst-high %: 2.7; MT stabilizer cytotoxicity %: 10; Myeloid diff 2 GFP+ MAC1+ %: 0.3

What do the screens show for `FC(F)(F)c1cccc(Sc2nc(-c3ccccc3)nnc2C(F)(F)F)c1`?
Insulin prom up: -0.13; T cell HTS: inactive; PMI inhibitors: 0%; MT stabilizer: 1.0; bCat nuc transl: -2.7; Dynein cargo inh: -1.5; Myeloid diff 2: inactive; Lipid droplet: 0; TNAP activation fold: 1; Dynein cargo inh cytoplasmic EGFP: 0.11; Dynein cargo inh nuclear GR-EGFP: -1.2; Dynein cargo inh cell count: -0.15; Insulin prom up cell count: 1518; Lipid droplet cells 6.5 µM: 678; bCat nuc transl cell count 5 µM: 1079; T cell HTS vesicle-bound %: 32; MT stabilizer Hoechst-high %: 1.2; MT stabilizer cytotoxicity %: 0.4; Myeloid diff 2 GFP+ MAC1+ %: 0.4

How did CC1=C/C(=N\OS(=O)(=O)c2ccccc2)C(C(C)C)=CC1=O do in these assays?
Insulin prom up: inconclusive; T cell HTS: inactive; PMI inhibitors: 78%*; MT stabilizer: 2.6; bCat nuc transl: -1.9; Dynein cargo inh: -4.7*; Myeloid diff 2: inconclusive; Lipid droplet: -31; TNAP activation fold: 1; Dynein cargo inh cytoplasmic EGFP: 0.99*; Dynein cargo inh nuclear GR-EGFP: -2.2*; Dynein cargo inh cell count: 1*; Lipid droplet cells 6.5 µM: 628; bCat nuc transl cell count 5 µM: 1008; T cell HTS vesicle-bound %: 46; MT stabilizer Hoechst-high %: 2.9; MT stabilizer cytotoxicity %: 6.2

Results for Cc1cc(C(=O)CSc2nnc(N)s2)c(C)n1Cc1ccco1 ?
Insulin prom up: 0.01; T cell HTS: inactive; PMI inhibitors: 0%; MT stabilizer: 4.1; bCat nuc transl: -1.7; Dynein cargo inh: 2.3; Myeloid diff 2: inactive; Lipid droplet: 3; TNAP activation fold: 1.2; Dynein cargo inh cytoplasmic EGFP: -0.081; Dynein cargo inh nuclear GR-EGFP: 1.5; Dynein cargo inh cell count: -1.8; Insulin prom up cell count: 1345; Lipid droplet cells 6.5 µM: 704; bCat nuc transl cell count 5 µM: 1155; T cell HTS vesicle-bound %: 26; MT stabilizer Hoechst-high %: 0.9; MT stabilizer cytotoxicity %: 1.2; Myeloid diff 2 GFP+ MAC1+ %: 0.5

How did CC(NC(=O)CN1C(=O)NC(Cc2ccccc2)(Cc2ccccc2)C1=O)C12CC3CC(CC(C3)C1)C2 (stereo not drawn) do in these assays?
Insulin prom up: -0.97; T cell HTS: inactive; PMI inhibitors: 14%; MT stabilizer: 2.2; Dynein cargo inh: -0.025; Myeloid diff 2: inactive; Lipid droplet: 6; TNAP activation fold: 1.1; Dynein cargo inh cytoplasmic EGFP: -0.29; Dynein cargo inh nuclear GR-EGFP: -0.051; Dynein cargo inh cell count: 0.18; Insulin prom up cell count: 1034; Lipid droplet cells 6.5 µM: 812; T cell HTS vesicle-bound %: 41; MT stabilizer Hoechst-high %: 2.5; MT stabilizer cytotoxicity %: 8.2; Myeloid diff 2 GFP+ MAC1+ %: 0.8

What do the screens show for `Cc1nc(NC(=O)C2CC2)sc1C(=O)N(C)C`?
T cell HTS: inactive; PMI inhibitors: -8%; MT stabilizer: 1.6; bCat nuc transl: 0.0; Dynein cargo inh: -0.02; Myeloid diff 2: inactive; Lipid droplet: 70*; TNAP activation fold: 1.1; Dynein cargo inh cytoplasmic EGFP: -0.22; Dynein cargo inh nuclear GR-EGFP: 0.24; Dynein cargo inh cell count: -0.35; Lipid droplet cells 6.5 µM: 804*; bCat nuc transl cell count 5 µM: 441; T cell HTS vesicle-bound %: 30; MT stabilizer Hoechst-high %: 2.2; MT stabilizer cytotoxicity %: 4.9; Myeloid diff 2 GFP+ MAC1+ %: 0.9

What do the screens show for `O=C(NCCCN1CCN(c2ccc(F)cc2)CC1)c1cccc(N2CCCC2=O)c1`?
Insulin prom up: -0.38; T cell HTS: inactive; PMI inhibitors: 10%; MT stabilizer: 5.6; bCat nuc transl: -5.2; Dynein cargo inh: -1.4; Lipid droplet: 1; TNAP activation fold: 1.1; Dynein cargo inh cytoplasmic EGFP: -0.24; Dynein cargo inh nuclear GR-EGFP: -0.45; Dynein cargo inh cell count: 2.4; Insulin prom up cell count: 1965; Lipid droplet cells 6.5 µM: 684; bCat nuc transl cell count 5 µM: 1112; T cell HTS vesicle-bound %: 28; MT stabilizer Hoechst-high %: 2.0; MT stabilizer cytotoxicity %: 4.2

What do the screens show for `CC1(NC(=O)Nc2ccccc2)CCS(=O)(=O)C1` (stereo not drawn)?
Insulin prom up: 1.4; T cell HTS: inactive; bCat nuc transl: -0.3; Dynein cargo inh: -1.1; Myeloid diff 2: inactive; Lipid droplet: 12; Dynein cargo inh cytoplasmic EGFP: -0.27; Dynein cargo inh nuclear GR-EGFP: -0.63; Dynein cargo inh cell count: 1.7; Insulin prom up cell count: 1145; Lipid droplet cells 6.5 µM: 637; bCat nuc transl cell count 5 µM: 1290; T cell HTS vesicle-bound %: 40; Myeloid diff 2 GFP+ MAC1+ %: 0.7

How did Cc1ccc(-n2c(SCC3CNC(=O)O3)nnc2-c2ccccc2)cc1C (stereo not drawn) do in these assays?
Insulin prom up: -0.87; T cell HTS: inactive; PMI inhibitors: -2%; MT stabilizer: 2.4; Dynein cargo inh: 0.11; Lipid droplet: 8; TNAP activation fold: 1.1; Dynein cargo inh cytoplasmic EGFP: -0.16; Dynein cargo inh nuclear GR-EGFP: -0.22; Dynein cargo inh cell count: 0.12; Insulin prom up cell count: 1449; Lipid droplet cells 6.5 µM: 696; T cell HTS vesicle-bound %: 51; MT stabilizer Hoechst-high %: 1.1; MT stabilizer cytotoxicity %: 3.6

What do the screens show for `O=C(O)CSCC(=O)Nc1cccc(C(F)(F)F)c1`?
Insulin prom up: -0.96; T cell HTS: inactive; PMI inhibitors: -9%; MT stabilizer: 3.4; bCat nuc transl: -7.8; Dynein cargo inh: -0.27; Myeloid diff 2: inactive; Lipid droplet: 2; TNAP activation fold: 1.1; Dynein cargo inh cytoplasmic EGFP: -0.24; Dynein cargo inh nuclear GR-EGFP: -0.23; Dynein cargo inh cell count: 0.31; Insulin prom up cell count: 969; Lipid droplet cells 6.5 µM: 760; bCat nuc transl cell count 5 µM: 1224; T cell HTS vesicle-bound %: 14; MT stabilizer Hoechst-high %: 2.1; MT stabilizer cytotoxicity %: 1.0; Myeloid diff 2 GFP+ MAC1+ %: 6.6

How did O=C1CC(SCc2nc3ccccc3[nH]2)C(=O)N1c1ccc(F)c(Cl)c1 (stereo not drawn) do in these assays?
T cell HTS: inactive; PMI inhibitors: 11%; MT stabilizer: 1.8; Dynein cargo inh: -0.49; Myeloid diff 2: inactive; Lipid droplet: 5; TNAP activation fold: 1; Dynein cargo inh cytoplasmic EGFP: -0.044; Dynein cargo inh nuclear GR-EGFP: -0.14; Dynein cargo inh cell count: 0.5; Lipid droplet cells 6.5 µM: 712; T cell HTS vesicle-bound %: 18; MT stabilizer Hoechst-high %: 1.6; MT stabilizer cytotoxicity %: 9.2; Myeloid diff 2 GFP+ MAC1+ %: 0.8

How did CC1CC1C(=O)OCC(=O)Nc1ccc2[nH]c(=O)[nH]c2c1 (stereo not drawn) do in these assays?
Insulin prom up: -0.3; T cell HTS: inactive; PMI inhibitors: 5%; MT stabilizer: 2.2; bCat nuc transl: -0.3; Dynein cargo inh: 2.3; Myeloid diff 2: inactive; TNAP activation fold: 1.1; Dynein cargo inh cytoplasmic EGFP: -0.28; Dynein cargo inh nuclear GR-EGFP: 1.9; Dynein cargo inh cell count: -1.1; Insulin prom up cell count: 1518; bCat nuc transl cell count 5 µM: 1502; T cell HTS vesicle-bound %: 49; MT stabilizer Hoechst-high %: 1.2; MT stabilizer cytotoxicity %: 12; Myeloid diff 2 GFP+ MAC1+ %: 0.6
